Assay outcomes as filed in PubChem.
SRC3 inh = inhibitors of human steroid receptor coactivator 3 (SRC3); HEK293 GAL4-SRC3 luciferase reporter, luminescence; inhibition, % at 3.6 µM; 0.17% of 360,000 active; AID 588352;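 active = inhibition above a per-campaign cutoff, the mean of all compounds plus 3 SD, cut at about 60% in these data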;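 also: 0% = DMSO-treated cells and 100% = gossypol-treated cells at 36 µM; higher means less SRC3-driven luciferase light from the GAL4 reporter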
SRC2 inh = inhibits human steroid receptor coactivator 2; Q15596; HEK293 GAL4-SRC2 luciferase reporter, luminescence; inhibition, % at 9 µM; 0.17% of 370,000 active;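 active = inhibition above the mean inhibition of all tested compounds plus 3 SD, set per campaign, cut at about 52% in these data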;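 also: 0% = DMSO treated cells and 100% = cells given Gossypol at 36 µM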
TLR9-MyD88 inh = blocks human TLR9 binding to MyD88; AID 504734; inhibition, % at 4.98 µM; 0.21% of 340,000 active; Q9NR96+Q99836; CHO BLA complementation TLR9-MyD88, CCF4 FRET ratio;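 active = inhibition above the mean over all tested compounds plus 3 SD, cut at about 21% in these data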;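 also: 0% = DMSO only wells and 100% = clavulanate BLA inhibitor control wells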
Target sequence (Q99836 whole entry, looked up): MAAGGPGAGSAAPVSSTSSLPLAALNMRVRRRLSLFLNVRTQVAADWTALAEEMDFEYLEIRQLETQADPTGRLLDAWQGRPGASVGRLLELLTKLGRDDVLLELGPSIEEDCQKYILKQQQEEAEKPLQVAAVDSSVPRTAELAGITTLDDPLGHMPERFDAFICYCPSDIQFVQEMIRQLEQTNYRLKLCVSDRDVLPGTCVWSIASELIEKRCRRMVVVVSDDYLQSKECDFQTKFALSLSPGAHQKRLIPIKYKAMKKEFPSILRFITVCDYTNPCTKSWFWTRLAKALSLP
Target sequence (Q9NR96 whole entry, looked up): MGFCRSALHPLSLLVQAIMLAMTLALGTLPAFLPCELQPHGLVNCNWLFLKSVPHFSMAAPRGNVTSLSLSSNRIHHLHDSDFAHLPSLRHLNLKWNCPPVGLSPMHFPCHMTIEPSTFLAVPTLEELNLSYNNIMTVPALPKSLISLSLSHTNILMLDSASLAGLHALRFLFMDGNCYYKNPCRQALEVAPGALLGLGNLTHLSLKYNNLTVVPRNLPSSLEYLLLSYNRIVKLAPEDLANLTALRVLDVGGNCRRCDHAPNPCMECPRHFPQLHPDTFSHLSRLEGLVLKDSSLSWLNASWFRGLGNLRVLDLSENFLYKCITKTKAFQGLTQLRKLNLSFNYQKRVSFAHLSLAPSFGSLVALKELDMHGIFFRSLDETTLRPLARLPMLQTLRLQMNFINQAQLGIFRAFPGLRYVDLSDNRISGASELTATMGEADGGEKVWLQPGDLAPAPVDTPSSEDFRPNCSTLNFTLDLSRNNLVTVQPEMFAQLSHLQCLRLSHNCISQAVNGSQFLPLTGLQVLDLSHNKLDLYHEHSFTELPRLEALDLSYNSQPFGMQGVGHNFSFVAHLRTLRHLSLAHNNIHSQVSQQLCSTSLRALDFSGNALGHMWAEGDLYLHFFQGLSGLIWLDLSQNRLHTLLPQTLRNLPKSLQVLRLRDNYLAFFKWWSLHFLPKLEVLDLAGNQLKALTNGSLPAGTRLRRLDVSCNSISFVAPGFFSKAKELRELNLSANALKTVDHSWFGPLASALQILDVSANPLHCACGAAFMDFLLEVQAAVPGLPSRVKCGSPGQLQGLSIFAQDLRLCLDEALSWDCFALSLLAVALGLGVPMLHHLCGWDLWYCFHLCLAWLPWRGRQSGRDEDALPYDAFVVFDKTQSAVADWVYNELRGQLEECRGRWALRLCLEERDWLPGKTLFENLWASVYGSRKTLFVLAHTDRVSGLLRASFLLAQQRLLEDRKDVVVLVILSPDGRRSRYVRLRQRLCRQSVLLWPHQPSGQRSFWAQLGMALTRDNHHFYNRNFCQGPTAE
TRAIL sens C8 = caspase-8 TRAIL sensitization; inhibition (viability loss, TRAIL sensitization), % at 10 µM; NB7+C8 cells + TRAIL, ATPlite viability luminescence; 1% of 360,000 active; AID 624354;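 active = compounds causing at least 50% loss of cell viability in the single-dose screen, relative to plate controls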
NR5A2 inv ag = suppresses constitutive activity of human LRH-1. HEK293T StAR-luciferase reporter, LRH-1 transfected, 24 h. 0.13% of 360,000 active. AID 602396. O00482. inhibition, % at 3.6 µM;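 active = inhibition above the mean inhibition of all tested compounds plus 3 SD, cut at about 73% in these data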;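 also: 0% = DMSO wells and 100% = reporter-only cells lacking LRH-1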
NCOA1 inh = inhibits human SRC1 coactivator; HEK293 GAL4-SRC1 luciferase reporter, luminescence; Q15788; AID 588354; 0.12% of 360,000 active; inhibition, % at 3.6 µM;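 active = inhibition above the campaign mean plus 3 SD, with each screening campaign given its own cutoff, cut at about 60% in these data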;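 also: 0% = DMSO treated cells and 100% = gossypol at 36 µM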
TROY NFkB inh = blocks TROY-dependent signaling in reporter cells; Q293 LMP1-TROYcd NF-kB luciferase reporter, 4 h; inhibition, % at 10 µM; 0.98% of 360,000 active; AID 1347056;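 active = compounds whose plate-normalised and pattern-corrected inhibition of the luciferase reporter signal at the single screening dose is 50% or more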
NOD2-RIPK2 inh = blocks binding of human NOD2 to RIPK2; O43353; CHO BLA complementation NOD2-RIPK2, CCF4 ratio; inhibition, % at 4.98 µM; 0.38% of 360,000 active; in the data active = inhibition above about 21%;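 also: 0% = vehicle only and 100% = reference blocker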
EBV LMP1 NFkB = reduces LMP1-driven NF-kappaB luciferase signal; LMP1-induced NF-kappaB luciferase reporter cells, luminescence; 0.69% of 350,000 active; inhibition, % at 12.5 µM; AID 504558; in the data active = inhibition above about 41%;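 also: 0% = neutral control wells and 100% = reference inhibitor control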
COUP-TFII inh = blocks human COUP-TFII nuclear receptor. HEK293T NGFI-A luciferase reporter, luminescence. inhibition, % at 8.6 µM. 0.7% of 370,000 active. P24468;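 active = inhibition above a per-plate cutoff, mean inhibition of test wells between control levels plus 3 SD, cut at about 38% in these data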;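 also: cells cotransfected with COUP-TFII expression vector driving the NGFI-A reporter; 0% = median of COUP-TF2 test wells and 100% = reporter-only cells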
TWEAK-Fn14 inh = blocks TWEAK-Fn14 interaction in a reporter cell assay. 2% of 360,000 active. TWEAK-stimulated Fn14 reporter cells, luciferase luminescence, 8 h. inhibition, % at 10 µM; in the data active = inhibition above about 50%
Numbers without * were called inactive; . = not tested or not shown.

SMILES | SRC3 inh | SRC2 inh | TLR9-MyD88 inh | TRAIL sens C8 | NR5A2 inv ag | NCOA1 inh | TROY NFkB inh | NOD2-RIPK2 inh | EBV LMP1 NFkB | COUP-TFII inh | TWEAK-Fn14 inh
CC1(C)Cc2c(cnn2-c2ccccc2)-c2c1c1ccccc1n2CC(O)CBr (stereo not drawn) | -13 | 5 | -8 | -2 | -4 | 0 | 30 | 10 | 0 | 17 | 10
COC(=O)C1=CN(CCCN2CCCC2=O)C=C(C(=O)OC)C1c1ccccc1C(F)(F)F | 6 | -10 | -18 | 2 | -13 | -2 | 2 | -2 | 3 | 4 | 19
Cn1c(=O)c(=O)n(C)c2cc(N3CCOCC3)c(NS(=O)(=O)c3ccc([N+](=O)[O-])cc3)cc21 | -27 | 6 | 10 | 5 | 18 | 7 | -42 | 3 | 2 | 4 | 9
Cc1nc(C(=O)N/N=C/c2[nH]ncc2Br)cs1 | -22 | -28 | 14 | 10 | -39 | -28 | -27 | 4 | -6 | -32 | -14
O=S(=O)(c1ccc(Cl)nc1)N1CCCCC1 | -1 | 9 | 6 | -8 | -6 | -9 | 2 | -4 | 7 | 4 | -6
c1ccc2nc3ccccc3nc2c1 | 3 | -17 | 1 | -21 | -22 | -3 | -5 | -11 | -14 | 2 | 1
CCN(CC)CCCC(C)n1c(C)cc(C(=O)NS(=O)(=O)c2ccc(C)cc2)c1C (stereo not drawn) | 3 | -11 | 7 | -12 | -3 | -7 | 1 | -12 | -2 | 7 | -31
O=C(O)c1ccc(S(=O)(=O)NC2CCCCCC2)cc1 | 5 | 4 | -14 | -5 | -28 | 8 | -7 | 4 | 5 | -18 | 6
CCN(CC)CCN1C(=O)C(=O)/C(=C(/O)c2ccncc2)C1c1ccccc1 (stereo not drawn) | 13 | 24 | -4 | 11 | 12 | -19 | 22 | -19 | 4 | -3 | -13
CN(C)/C=C/C(=O)c1ccc([N+](=O)[O-])c(CS(=O)(=O)c2ccccc2)c1 | -1 | 7 | 19 | -1 | -10 | -18 | -4 | 2 | 2 | -4 | -21
CCOc1cccc(C=NNc2ccc(S(=O)(=O)Nc3ccccc3C(=O)O)cc2[N+](=O)[O-])c1O | -3 | 11 | 2 | -9 | 14 | -4 | 1 | 6 | -10 | 2 | -18
CCCCn1c(=O)[nH]c(=O)c2c1nc(-c1ccc(C#N)cc1)n2C1CCCC1 | -13 | -1 | 2 | 5 | 9 | -2 | -1 | 6 | 4 | -20 | -4

Entries of single compounds, quoted from the list. Order of values: SRC3 inh | SRC2 inh | TLR9-MyD88 inh | TRAIL sens C8 | NR5A2 inv ag | NCOA1 inh | TROY NFkB inh | NOD2-RIPK2 inh | EBV LMP1 NFkB | COUP-TFII inh | TWEAK-Fn14 inh
Listed for CC1(C)Cc2c(cnn2-c2ccccc2)-c2c1c1ccccc1n2CC(O)CBr (stereo not drawn) = -13 | 5 | -8 | -2 | -4 | 0 | 30 | 10 | 0 | 17 | 10
Listed for COC(=O)C1=CN(CCCN2CCCC2=O)C=C(C(=O)OC)C1c1ccccc1C(F)(F)F = 6 | -10 | -18 | 2 | -13 | -2 | 2 | -2 | 3 | 4 | 19

Not a retest: an excerpt of the list.
SMILES | SRC3 inh | SRC2 inh | TLR9-MyD88 inh | TRAIL sens C8 | NR5A2 inv ag | NCOA1 inh | TROY NFkB inh | NOD2-RIPK2 inh | EBV LMP1 NFkB | COUP-TFII inh | TWEAK-Fn14 inh
CC1(C)Cc2c(cnn2-c2ccccc2)-c2c1c1ccccc1n2CC(O)CBr (stereo not drawn) | -13 | 5 | -8 | -2 | -4 | 0 | 30 | 10 | 0 | 17 | 10
COC(=O)C1=CN(CCCN2CCCC2=O)C=C(C(=O)OC)C1c1ccccc1C(F)(F)F | 6 | -10 | -18 | 2 | -13 | -2 | 2 | -2 | 3 | 4 | 19
Cn1c(=O)c(=O)n(C)c2cc(N3CCOCC3)c(NS(=O)(=O)c3ccc([N+](=O)[O-])cc3)cc21 | -27 | 6 | 10 | 5 | 18 | 7 | -42 | 3 | 2 | 4 | 9
Cc1nc(C(=O)N/N=C/c2[nH]ncc2Br)cs1 | -22 | -28 | 14 | 10 | -39 | -28 | -27 | 4 | -6 | -32 | -14
O=S(=O)(c1ccc(Cl)nc1)N1CCCCC1 | -1 | 9 | 6 | -8 | -6 | -9 | 2 | -4 | 7 | 4 | -6
c1ccc2nc3ccccc3nc2c1 | 3 | -17 | 1 | -21 | -22 | -3 | -5 | -11 | -14 | 2 | 1
CCN(CC)CCCC(C)n1c(C)cc(C(=O)NS(=O)(=O)c2ccc(C)cc2)c1C (stereo not drawn) | 3 | -11 | 7 | -12 | -3 | -7 | 1 | -12 | -2 | 7 | -31
O=C(O)c1ccc(S(=O)(=O)NC2CCCCCC2)cc1 | 5 | 4 | -14 | -5 | -28 | 8 | -7 | 4 | 5 | -18 | 6
CCN(CC)CCN1C(=O)C(=O)/C(=C(/O)c2ccncc2)C1c1ccccc1 (stereo not drawn) | 13 | 24 | -4 | 11 | 12 | -19 | 22 | -19 | 4 | -3 | -13

New compounds follow:
SMILES | SRC3 inh | SRC2 inh | TLR9-MyD88 inh | TRAIL sens C8 | NR5A2 inv ag | NCOA1 inh | TROY NFkB inh | NOD2-RIPK2 inh | EBV LMP1 NFkB | COUP-TFII inh | TWEAK-Fn14 inh
NC(=O)COc1ccc(C(=O)NCC2(N3CCOCC3)CCCCC2)cc1 | 5 | -3 | -5 | 16 | -36 | 3 | 8 | 4 | 8 | -3 | 8
COc1ccc(C(CNC(=O)c2ccc(Cl)c(S(=O)(=O)N3CCCC3)c2)N2CCCC2)cc1 (stereo not drawn) | 3 | -8 | -1 | -19 | 8 | 2 | -1 | 4 | -9 | -11 | 2
COc1ccccc1CC(=O)Nc1cc(OC)c(NC(=O)c2ccccc2)cc1OC | -1 | -10 | -15 | -3 | 8 | 14 | -7 | -7 | 3 | 6 | 9
O=c1c2ccccc2nnn1Cc1nnc(-c2ccccc2Br)o1 | -13 | -38 | -8 | 4 | 3 | -50 | -38 | -16 | -11 | -4 | -7
COc1ccc([C@@H]2[C@@H]3C(=O)N(C(C)(C)C)C(=O)[C@@H]3[C@]3(CC(C)C)C(=O)N(c4cccc(F)c4)C(=O)N23)cc1 | -15 | -6 | 8 | -13 | 3 | -20 | -6 | 6 | 7 | 5 | 5
Cc1cccc(C)c1NC(=O)CN1C(=O)CCSc2ccc(S(=O)(=O)N3CCCC3)cc21 | 9 | -7 | 0 | -6 | 3 | -13 | -3 | -1 | -2 | 5 | 10
COc1cc(OC)c(N(C)S(=O)(=O)c2cccc(C(=O)Nc3nc(C)cs3)c2)cc1Cl | 0 | -5 | 9 | 13 | -12 | -12 | 33 | -3 | -8 | 5 | 24
Cc1ccc(-c2cnc(C(O)c3ccc(C)cc3)[nH]2)cc1 (stereo not drawn) | -2 | -16 | . | -14 | 5 | -31 | -35 | 10 | . | -3 | -27
O=C1NC(=S)N/C1=C/C=C/c1ccccc1 | -25 | -7 | -2 | 10 | -34 | -34 | -27 | 1 | -4 | -14 | -4
CCc1ccc(N2NC(=O)/C(=C/C=C/c3ccco3)C2=O)cc1 | 9 | 11 | 2 | 8 | -3 | -11 | -24 | -12 | -7 | 2 | 7
CC(NC(=O)Cc1cccs1)C(c1cccs1)N1CCOCC1 (stereo not drawn) | 5 | -4 | -20 | 11 | -10 | 18 | 10 | -7 | 4 | -1 | 12
CN=C(C)/C(C(=O)OC)=C(/O)c1ccccc1F | 20 | 2 | -2 | -2 | 5 | -14 | 4 | 2 | 2 | -1 | 7
O=C(CCNS(=O)(=O)c1ccccc1)NNC(=O)C1COc2ccccc2O1 (stereo not drawn) | -3 | -21 | -4 | 1 | 5 | 1 | -8 | -4 | -1 | 15 | 1
COC(OC)C(C)NC(=O)NC(=O)c1ccccc1Cl (stereo not drawn) | 15 | 15 | -26 | -7 | 2 | 3 | -16 | 3 | 4 | 7 | 4
CC1CN(c2ccc([N+](=O)[O-])nc2)CC(C)O1 (stereo not drawn) | 16 | -16 | -4 | -3 | -7 | -12 | -28 | 3 | -4 | -1 | -13
Cc1cccc(NC(=O)C2CC2c2ccccc2)c1C (stereo not drawn) | 0 | -57 | 9 | 11 | -4 | -14 | 6 | 6 | 4 | -23 | 1
N#Cc1ccc(CN(Nc2ccccc2)c2ccccc2)cc1 | -15 | 16 | -12 | 4 | 5 | -13 | -9 | 3 | 3 | 11 | -17
Cc1ccccc1N1CCN(C(=S)c2ccccc2)CC1 | 6 | 3 | 3 | 0 | 18 | -3 | 6 | 24* | 2 | 8 | -1
COC(=O)c1sc2nc(C)nc(SCC(=O)N3CCC(C(=O)O)CC3)c2c1C | 7 | -12 | 3 | -5 | 1 | -7 | -8 | 1 | 4 | 9 | 8
COc1ccc(-c2cc(C(F)(F)F)nc(-n3cc(Br)cn3)n2)cc1 | -8 | 5 | -10 | -2 | -6 | 4 | -64 | -6 | 8 | -8 | 7
CCN(C(=O)COC(=O)[C@H](C)N=C1NS(=O)(=O)c2ccccc21)C1CCS(=O)(=O)C1 (stereo partly drawn) | 12 | 4 | 9 | -6 | 8 | -8 | 9 | 1 | 3 | -17 | 0
Cc1ccc2c(c1)N(CCC(=O)NCc1ccc3c(c1)OCO3)C(=O)CO2 | 11 | 0 | -6 | 2 | 4 | 4 | -54 | 2 | -3 | 8 | 3
Cc1ccc(N/N=C(\C#N)C(=N)N2CCOCC2)cc1 | -77 | -75 | 8 | 2 | -62 | -61 | -15 | 4 | -5 | -19 | -12
COCCNC(=O)c1nn2c(C(F)(F)F)cc(-c3ccccc3)nc2c1Cl | -32 | -4 | -4 | -4 | 9 | 1 | -17 | 8 | -12 | 4 | -8
O=[N+]([O-])c1cccc(-c2noc3c2-c2nc(Cc4cccc5ccccc45)sc2CC3)c1 | -21 | -35 | 3 | 6 | 18 | -5 | -2 | -1 | -4 | -9 | 15
CC1CC(C)(C)NC(=S)N1CCCC(=O)N1CCN(c2ccc(F)cc2)CC1 (stereo not drawn) | 7 | -24 | -6 | -17 | 6 | 13 | 6 | -11 | -2 | 9 | 7
CCN(C(=O)COc1ccccc1C(=O)NCc1ccccc1)C1CCS(=O)(=O)C1 (stereo not drawn) | -4 | 7 | -9 | -1 | -13 | 7 | -12 | -11 | -6 | -9 | -10
CC1(C(=O)Nc2nccs2)CCN1C(=O)C1(c2ccccc2)CC1 (stereo not drawn) | 7 | -10 | . | -24 | 20 | 7 | -3 | 4 | . | 12 | 26
CCOC(=O)C1(Cc2ccc(Cl)cc2)CCN(C(=O)CCc2ccncc2)CC1 | 12 | 1 | 4 | -4 | 5 | 4 | 17 | -12 | 7 | 1 | 4
Cc1ccc(-c2cc(Cc3ccccn3)c(=O)[nH]n2)cc1 | 7 | -1 | -2 | -21 | 17 | -7 | -21 | -13 | -3 | -10 | -15
O=C(NCCN1CCOCC1)c1cnn2c(-c3ccccc3)cc(-c3ccccc3)nc12 | 22 | 5 | -1 | 20 | 35 | 1 | 0 | 11 | 6 | -3 | -17
O=Nc1c(-c2ccccc2)[nH]n(-c2ccccc2)c1=O | 15 | 1 | 0 | -1 | -2 | 2 | 0 | 3 | -6 | 25 | 26

Not all compounds are listed, so the mix of outcomes need not match the whole.
